# Compound activity as filed in PubChem BioAssay.
# STAT3 act: increases IL-6 driven STAT3 reporter signal | activation (% of control), % at 5.6 µM | 190,000 compounds, 0.91% hits | AID 871 | U3A cells, IL-6 STAT3-luciferase reporter, luminescence; 100% = signal with IL-6 EC80 alone;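 active = activation above the screen-wide mean of compound activation plus 3 SD, cut at about 130% in these data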;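 also: 0% = background luminescence of wells with medium and substrate only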
#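 Material: human U3A cells carrying STAT3-luciferase construct. Measured by: reporter luminescence signal. Timing: compound 1 h, then IL-6 6 h at 37 °C.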
# Hsp70 act: transcriptional activators of Hsp70; 200,000 compounds, 0.04% hits; activation, % at 10 µM; AID 1203; HeLa Hsp70 promoter luciferase reporter, luminescence; scaled: vehicle 0, proteasome-inhibitor control 100%;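 active = activation above the mean across all tested compounds plus 3 SD, cutoff set per campaign, cut at about 5.5% in these data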;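 also: 100% = MG132 at 30 µM as the positive control and 0% = DMSO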
# STAT3 blocker: reduces IL-6 driven STAT3 reporter signal; U3A cells, IL-6 STAT3-luciferase reporter, luminescence; host cell line lacks STAT1; inhibition, % at 5.5 µM; 190,000 compounds, 0.89% hits; AID 862;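 active = inhibition above the mean inhibition across all screened compounds plus 3 SD, cut at about 44% in these data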;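 also: 0% = DMSO only wells and 100% = 100 µM nifuroxazide control wells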
# STAT1 activator: activators of IFN-gamma induced STAT1 signaling. AID 932. NIH 3T3 STAT1-luciferase reporter, luminescence; 100% = IFN-gamma alone, no compound. 200,000 compounds, 2.6% hits. activation (% of control), % at 5.5 µM;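 active = activation above the screen-wide mean activation plus 3 SD, cut at about 130% in these data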;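 also: raw ratio to IFN-gamma control signal so 100% means no change and 0% no light; values of inactives mirror those of a sister screen read the other way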
# NF-kB neuron act: compounds increasing NF-kB expression in human neuronal cells; NF-kB reporter expression; stronger effect = higher value; fold change at 12.5 µM; 190,000 compounds, 1.6% hits; AID 1239; in the data active = fold change above about 3.3
# STAT1 blocker: STAT1 signaling inhibition; NIH 3T3 STAT1-luciferase reporter, IFN-gamma, luminescence; inhibition, % at 5.5 µM; 200,000 compounds, 0.35% hits; AID 920;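 active = inhibition above a set limit, the mean inhibition across all tested compounds plus 3 SD, cut at about 34% in these data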;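 also: 0% = IFN-gamma with DMSO and 100% = IFN-gamma with 300 µM nifuroxazide; values of inactives mirror those of a sister screen read the other way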
# RAM network inh: yeast RAM network inhibition; S. cerevisiae dse1pr::URA3 reporter, 5-FOA growth OD615, 2 d; analog-sensitive cbk1-as2 kinase mutant strain; inhibition, % at 50 µM; 190,000 compounds, 1.8% hits; AID 868;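 active = inhibition above a set limit, 3 SD over mean compound inhibition, cut at about 8.4% in these data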;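 also: 0% = DMSO-only wells with no growth and 100% = 10 µM 1-NA-PP1 full growth; inhibition rescues growth on 5-FOA so higher OD means more RAM inhibition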
# APP 5'UTR act: activates APP 5'UTR luciferase reporter | AID 1276 | 190,000 compounds, 1% hits | SH-SY5Y APP 5'UTR luciferase reporter, luminescence; zero percent = DMSO vehicle wells | activation, % at 2 µM;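 active = activation above a set limit, based on mean plus 3 SD of controls, cut at about 140% in these data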; also: values of inactives mirror those of a sister screen read the other way
# APP 5UTR inh: APP translation inhibition; inhibition, % at 2 µM; 190,000 compounds, 0.82% hits; SH-SY5Y APP 5'UTR-luciferase reporter, luminescence;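 active = inhibition above a set limit, derived from the sample mean plus 3 SD, cut at about 45% in these data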; also: values of inactives mirror those of a sister screen read the other way
# FLuc inh counter: Photinus pyralis luciferase inhibition counter-screen | inhibition, % at 10 µM | P08659 | ATPLite firefly luciferase biochemical luminescence, 10 min | 200,000 compounds, 1.5% hits | AID 1006;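 active = inhibition above about 50% when tested at 10 µM, limit read from the data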
# Target sequence (P08659 whole entry, looked up): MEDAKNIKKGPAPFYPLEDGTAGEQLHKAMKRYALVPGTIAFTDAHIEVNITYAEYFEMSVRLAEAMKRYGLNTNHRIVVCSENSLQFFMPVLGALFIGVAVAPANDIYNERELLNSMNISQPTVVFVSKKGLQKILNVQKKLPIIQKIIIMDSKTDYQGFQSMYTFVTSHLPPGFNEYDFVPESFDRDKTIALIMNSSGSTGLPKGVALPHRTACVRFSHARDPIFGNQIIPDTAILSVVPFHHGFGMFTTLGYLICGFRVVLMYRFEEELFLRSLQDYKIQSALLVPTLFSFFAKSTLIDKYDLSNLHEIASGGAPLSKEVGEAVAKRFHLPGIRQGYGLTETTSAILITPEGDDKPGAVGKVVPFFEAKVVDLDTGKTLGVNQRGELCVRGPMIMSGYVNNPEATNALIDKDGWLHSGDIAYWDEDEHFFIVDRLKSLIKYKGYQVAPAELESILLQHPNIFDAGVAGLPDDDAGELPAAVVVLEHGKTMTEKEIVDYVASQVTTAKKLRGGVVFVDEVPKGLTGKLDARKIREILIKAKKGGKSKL
# Active calls of the source: *; nt = no result given.
SMILES,STAT3 act,Hsp70 act,STAT3 blocker,STAT1 activator,NF-kB neuron act,STAT1 blocker,RAM network inh,APP 5'UTR act,APP 5UTR inh,FLuc inh counter
CC1CCCCC1NC(=O)COC(=O)c1ccccc1NC(=O)c1ccco1 (stereo not drawn),92,-0.3,9,96,0.75,5,3.8,-5,5,1
COc1ccc(S(=O)(=O)N2CCOCC2)cc1NC(=O)CSc1n[nH]c(C(C)C)n1,102,-0.2,-2,99,1.2,2,3.1,17,-17,0
Cc1nn(-c2ccccn2)c2c1C(c1ccccn1)C1=C(CCCC1=O)N2 (stereo not drawn),94,1.3,14,98,1.5,2,0.3,-8,8,-2
CC(C)C(=O)N1CCN(c2ccc(NC(=O)c3cccs3)cc2Cl)CC1,109,-0.2,-6,105,0.6,-7,-2.2,4,-4,-2
O=C(Nc1cc(F)cc(F)c1)c1ccc(NCCCN2CCCCCC2)c([N+](=O)[O-])c1,104,-0.2,8,99,1.3,0,0.6,0,0,-6
CCCc1nnc(N2C(=O)c3cccc4cccc(c34)C2=O)s1,160*,-0.1,-61,93,0.87,7,1.2,16,-16,0
CCCCS(=O)CC(COc1ccc(Cl)cc1)OC(=O)c1ccccc1 (stereo not drawn),98,-0.1,8,96,0.79,4,3.5,18,-18,-1
CC(=O)NC(=S)Nc1ccc(S(=O)(=O)N(C)Cc2ccccc2)cc1,105,-0.3,0,99,1.2,-1,0.6,-19,19,-1
O=C(O)CCn1ccnc1-c1ccccc1,106,-0.1,-6,96,0.9,5,1.3,-1,1,-9
O=C(NCc1ccc2c(c1)OCO2)c1cccc(Cl)c1,94,-0.3,12,102,1.2,-4,0.5,2,-2,-10
CC(=O)c1cccc(NC(=O)c2ccc(NS(C)(=O)=O)cc2)c1,97,0.1,6,99,1.1,4,2.6,6,-6,3
Cc1cc(C)c(NC(=O)CSc2ccc3nnc(CCNC(=O)c4ccccc4)n3n2)c(C)c1,101,-0.2,-3,95,1,5,1.1,-4,4,-3
O=C(C1=C[C@H](c2ccc3c(c2)OCO3)C[C@H](OCCCCO)O1)N1CCOCC1,nt,-0.2,nt,112,1,-11,1.5,25,-25,0
CCOC(=O)CCCN1CC(O)=C(c2nc(-c3ccc(Cl)cc3)cs2)C1=N,91,-0.3,13,97,1.4,1,4.1,-4,4,-6
CSc1nc(N2CCN(c3ccccc3Cl)CC2)c2ccccc2n1,82,-0.5,25,97,1.1,2,0.8,-1,1,0
COc1ccc(OC)c(-c2cc(C(=O)NCc3ccco3)no2)c1,105,-0.4,-3,104,1.2,-4,0.8,6,-6,0
CN(C(=O)CS(=O)(=O)Cc1ccccc1Cl)c1ccccc1,85,0.0,23,94,1.1,6,3.1,3,-3,-2
Cc1ccc(-c2csc(=S)[nH]2)cc1,92,0.3,12,115,1.5,-18,-0.7,96,-96,-2
CCN1C(=O)C(CC(=O)Nc2c(C)cccc2C)SC1=Nc1ccc(S(N)(=O)=O)cc1 (stereo not drawn),102,-0.2,1,93,1,6,0.0,6,-6,-2
Cc1cc(=O)[nH]c2ccccc12,99,-0.3,9,100,1.9,0,2.1,4,-4,-6
COc1ccc(C(=O)CSc2nnc(CN3CCCCC3)n2-c2ccc(F)cc2)cc1,103,-0.1,-6,99,1,2,0.4,3,-3,-6
COc1ccc(NC(=O)Cn2nnc(-c3ccccc3NC(=O)c3ccco3)n2)cc1,91,-0.3,14,108,0.97,-8,5.0,-38,38,-7
N#Cc1c(N)nc2c3c(sc(=N)c2c1N)NC(=O)CC3c1c(F)cccc1Cl (stereo not drawn),107,-0.3,-3,99,0.84,2,8.8*,-8,8,-4
O=C(NCC1CCCN(Cc2cccc(OCCO)c2)C1)c1ccc(F)cc1 (stereo not drawn),94,-0.2,11,97,1.5,1,0.9,11,-11,-6
COc1ccc(C(=O)Nc2nnc(-c3cccs3)s2)cc1,157*,1.7,-72,122,3.3*,-23,1.9,47,-47,9
CCCc1cc(C(=O)NCc2ccccc2)no1,102,-0.3,-3,117,1.5,-22,0.8,21,-21,1
COC(=O)/C(=C\c1ccc([N+](=O)[O-])o1)NC(=O)c1ccccc1,97,-0.3,2,103,0.83,-3,2.5,nt,nt,5
CC(C)(C)c1ccc(C(=O)NCc2cccnc2)cc1,96,-0.4,10,101,1,-1,1.4,19,-19,2
O=C(NCCc1ccccc1)c1ccc2nc(-c3ccco3)c(-c3ccco3)nc2c1,98,-0.3,-1,110,0.93,-11,3.3,1,-1,5
C/C(=N\NC(=O)c1c(Cl)c(C)nn1C)c1ccc(NC(=O)COc2ccc(Cl)cc2C)cc1,87,0.1,21,100,0.93,0,3.0,-2,2,-4
COc1ccc(CCNC(=O)Cn2cnc3sc(C)c(-c4ccc(F)cc4)c3c2=O)cc1OC,103,-0.2,6,91,0.82,10,-0.4,-4,4,-8
CC(C)(C)c1nnc(N/N=C/c2ccc(Br)cc2)n(N)c1=O,100,0.0,-3,107,1.5,-8,1.6,27,-27,1
Cn1c(SCC(=O)Nc2nc3c(s2)CCCC3)nnc1-c1ccccc1,100,-0.2,7,101,1.1,-1,3.7,8,-8,-1
O=c1c(F)cn(C2CCCO2)c(=O)n1Cc1ccc(Cl)cc1 (stereo not drawn),101,-0.3,5,105,nt,-5,0.1,-11,11,-4
CC1CCCCC1NC(=O)COC(=O)/C=C/c1ccc2c(c1)OCO2 (stereo not drawn),103,-0.3,-6,100,1.3,2,5.0,-9,9,-6
COc1ccc(NC(=S)NCCN2CCC(C)CC2)cc1Cl,93,-0.3,13,95,nt,6,1.4,-1,1,-1

# Quoted at random: 3 compounds from above.
SMILES,STAT3 act,Hsp70 act,STAT3 blocker,STAT1 activator,NF-kB neuron act,STAT1 blocker,RAM network inh,APP 5'UTR act,APP 5UTR inh,FLuc inh counter
Cn1c(SCC(=O)Nc2nc3c(s2)CCCC3)nnc1-c1ccccc1,100,-0.2,7,101,1.1,-1,3.7,8,-8,-1
C/C(=N\NC(=O)c1c(Cl)c(C)nn1C)c1ccc(NC(=O)COc2ccc(Cl)cc2C)cc1,87,0.1,21,100,0.93,0,3.0,-2,2,-4
COc1ccc(CCNC(=O)Cn2cnc3sc(C)c(-c4ccc(F)cc4)c3c2=O)cc1OC,103,-0.2,6,91,0.82,10,-0.4,-4,4,-8

# Going on with the list:
SMILES,STAT3 act,Hsp70 act,STAT3 blocker,STAT1 activator,NF-kB neuron act,STAT1 blocker,RAM network inh,APP 5'UTR act,APP 5UTR inh,FLuc inh counter
CCOC(=O)c1ccc(CC2S/C(=C(\C#N)C(C)=O)NC2=O)cc1 (stereo not drawn),109,0.0,-11,103,3.5*,-2,0.6,-12,12,2
N#C/C(=C\c1ccc(Cl)cc1)c1n[nH]c(Cn2cncn2)n1,107,-0.1,-2,98,1,2,1.9,5,-5,-5
Cc1ccc(S(=O)(=O)N2CCCOC2CNC(=O)C(=O)NCCCn2ccnc2)cc1 (stereo not drawn),101,-0.3,0,106,1.1,-7,-0.6,-10,10,-3
O=S(=O)(Nc1ccc(N=Nc2ccccc2)cc1)c1ccccc1,101,-0.4,-2,105,1.1,-6,1.5,9,-9,-4
CC([NH2+][O-])C(C)(C)NO (stereo not drawn),102,0.1,2,94,1.3,6,0.1,4,-4,-6
CC(C)n1c(SC2CCOC2=O)nc2ccccc21 (stereo not drawn),104,0.0,1,104,0.99,-4,0.9,0,0,-7
O=C(NCC(=O)N(CC1CCCO1)C(C(=O)NC1CCCCC1)c1ccccc1)c1cccs1 (stereo not drawn),94,-0.2,18,96,1.1,4,-0.7,1,-1,-4
CCOC(=O)c1c(NC(=O)C2=C(C)NC(=S)NC2c2ccc(CC)cc2)sc(C)c1C (stereo not drawn),105,-0.1,-9,108,0.5,-7,6.8,7,-7,-6
O=C1CCc2cc(S(=O)(=O)N3CCC(C(=O)Nc4nccs4)CC3)ccc2N1,100,0.0,5,98,1,2,1.7,0,0,-4
NC(=O)c1ccc(NC(=O)COC(=O)C2(c3ccccc3F)CCCC2)cc1,90,-0.2,18,94,0.82,6,2.2,5,-4,-7
Cn1c(=O)oc2cc(S(=O)(=O)N3CCOCC3)ccc21,104,-0.2,-5,102,1,-3,1.5,-2,2,-6
O=S(=O)(c1ccccc1)N1CCN(C(=S)Nc2ccc(F)cc2)CC1,89,0.0,16,102,0.75,-2,2.6,15,-15,-3
CCOC(=O)C1(Cc2ccc(OC)cc2)CCN(C(=O)Cn2cnnn2)CC1,99,1.1,7,97,1.5,1,1.4,0,0,-5
O=C(CCN1C(=O)c2ccccc2C1=O)N1CCN(Cc2ccc(Cl)cc2Cl)CC1,99,-0.1,8,94,1.1,7,1.1,12,-12,-6
Cc1cc(C)c2[nH]c(=S)cc(C)c2c1,103,0.0,-5,102,0.97,-2,0.1,nt,nt,-2
N#Cc1ccsc1NC(=O)COC(=O)CCCSc1nc2ccccc2s1,112,-0.3,-8,98,1,2,15*,-16,16,0
Cc1ccc(NC(=S)N(CCN2CCOCC2)Cc2cc3cc4c(cc3[nH]c2=O)OCO4)cc1,103,-0.3,3,96,0.82,2,2.0,0,0,-9
Cc1ccc(C)c(S(=O)(=O)N2C(=S)NC(=O)C2CC(C)C)c1 (stereo not drawn),96,0.4,12,101,0.93,-1,5.5,-77,77*,-1
COC(=O)CC1C(=O)NCCN1C(=S)Nc1cc(C)cc(C)c1 (stereo not drawn),99,-0.6,-1,90,1.2,11,1.9,10,-10,-2
CCN(CC)CCn1c(SCC(=O)NCc2ccccc2)nc2c(sc3ccccc32)c1=O,107,0.5,2,98,1.5,0,0.6,18,-18,-9
COC(=O)c1sc(=S)n(-c2ccccc2OC)c1N,105,-0.1,-1,104,1.1,-4,1.2,11,-10,4
CCOC(=O)c1cc(-c2ccc(C#N)cc2)nc2c1c(C)nn2CCC#N,93,-0.4,13,94,0.87,6,3.9,14,-14,-3

# Rewritten with values under each structure: three of the compounds above.
# Every second line gives: STAT3 act, Hsp70 act, STAT3 blocker, STAT1 activator, NF-kB neuron act, STAT1 blocker, RAM network inh, APP 5'UTR act, APP 5UTR inh, FLuc inh counter
CCN(CC)CCn1c(SCC(=O)NCc2ccccc2)nc2c(sc3ccccc32)c1=O
 : 107, 0.5, 2, 98, 1.5, 0, 0.6, 18, -18, -9
COC(=O)c1sc(=S)n(-c2ccccc2OC)c1N
 : 105, -0.1, -1, 104, 1.1, -4, 1.2, 11, -10, 4
CCOC(=O)c1cc(-c2ccc(C#N)cc2)nc2c1c(C)nn2CCC#N
 : 93, -0.4, 13, 94, 0.87, 6, 3.9, 14, -14, -3
